Screens from PubChem BioAssay.
PTHR1 agonist = agonists of human PTHR1 parathyroid hormone receptor | Q03431 | HEK293 GP2 PTHR1 cells, GloSensor cAMP luminescence, 1 h | Potency, µM (top dose mostly 115 µM), for inactives: at the top dose activation, most hits filed as activators | actives 0.075% (n = 410,000); further: potency means the concentration at half of the fitted maximal effect; nearly all actives have a fitted effect of over 55% in size; some results filed as inactive show a strong effect at the top dose; inactives centre near -15; many of its hits are not listed in these tables
Target sequence (Q03431 whole entry, looked up): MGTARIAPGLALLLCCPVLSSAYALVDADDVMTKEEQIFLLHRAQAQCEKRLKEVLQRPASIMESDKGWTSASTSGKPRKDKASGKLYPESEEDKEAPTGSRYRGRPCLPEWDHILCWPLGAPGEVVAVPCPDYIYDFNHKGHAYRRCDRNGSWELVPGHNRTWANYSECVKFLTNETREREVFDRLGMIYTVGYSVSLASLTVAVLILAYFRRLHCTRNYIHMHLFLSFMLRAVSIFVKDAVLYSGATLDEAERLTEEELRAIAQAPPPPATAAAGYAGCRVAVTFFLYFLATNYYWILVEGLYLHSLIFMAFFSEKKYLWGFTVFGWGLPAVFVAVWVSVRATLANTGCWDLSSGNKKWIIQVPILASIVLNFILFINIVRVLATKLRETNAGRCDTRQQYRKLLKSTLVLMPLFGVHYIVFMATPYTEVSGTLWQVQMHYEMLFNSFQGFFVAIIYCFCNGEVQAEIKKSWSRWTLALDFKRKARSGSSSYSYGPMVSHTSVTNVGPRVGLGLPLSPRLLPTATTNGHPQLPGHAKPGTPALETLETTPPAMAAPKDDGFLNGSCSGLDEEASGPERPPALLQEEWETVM
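HEK-293-derived GP2 cells expressing PTHR1 and a GloSensor cAMP reporter, 3,000/well, plated overnight, given luciferin plus IBMX (each 0.5 mM as added) for 1 h at 37 °C, then compound for 1 h at 37 °C. Luminescence was read after 15 min at room temperature.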
aSyn rescue = inhibitors of alpha-synuclein toxicity in yeast; AID 652106; actives 0.14% (n = 370,000); Potency, µM (series often up to 46.1 µM), for the others: at the top dose growth rescue (activation), hits mostly activators; Yeast expressing alpha-synuclein, growth rescue, BacTiter-Glo, 24 h; further: potency means the concentration at half of the fitted maximal effect; % of control where 0% means no effect; nearly all actives have a fitted effect of over 65% in size
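Rescue of yeast growth: cells expressing toxic alpha-synuclein, induced in galactose at OD600 0.02, incubated with compound 24 h at 30 C. ATP luminescence quantified growth; inhibitors of toxicity appear as activators.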
GLP1R cytotox = cytotoxic in the GLP-1 receptor inverse agonist counter-screen; HEK293 cAMP-luciferase reporter cells, luminescence, 24 h; Potency, µM (top dose mostly 38.3 µM), without a hit: at the highest dose activity change, negative = inhibition, actives largely listed as inhibitors; actives 0.13% (n = 410,000); AID 624418;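 further: loss of luciferase light is scored as toxicity; potency means the concentration at half of the fitted maximal effect; on the % scale 0 is the no-effect control and ±100 the full control effect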
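Luminescence readout: signal drop marks cytotoxicity. Plated cells grew 12 h at 37 °C, 5% CO2, received 23 nL compound for 24 h, then got luciferase reagent, read after 12 min at RT.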
GLP-1R inv ag = acts as inverse agonist at human GLP-1 receptor | Potency, µM (series often up to 38.3 µM), for the others: at the highest dose activity change, negative = inhibition, most hits filed as inhibitors | actives 1.6% (n = 410,000) | HEK293 GLP-1R CRE-luciferase, luminescence, 24 h; GLP-1R form is constitutively active | AID 624417; further: potency means the concentration at half of the fitted maximal effect; on the % scale 0 is the no-effect control and ±100 the full control effect; nearly all actives have a fitted effect of over 55% in size
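HEK293 cells stably co-expressing constitutively active GLP-1R and a cAMP-responsive luciferase reporter were seeded in DMEM with 10% Nu serum, given compounds after 12 h, and incubated 24 h at 37 deg C. Luminescence was then read.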
KB-V1 cytotox = kills drug-selected multidrug resistant KB-V1 cells; Potency, µM (titrated, usually from 46.1 µM), inactives show top-dose activity change, negative = cytotoxicity, most hits filed as cytotoxic; KB-V1 MDR cells viability, CellTiter-Glo, 72 h; actives 3.4% (n = 400,000); further: potency means the concentration at half of the fitted maximal effect; on the % scale 0 is the no-effect control and ±100 the full control effect; nearly all actives have a fitted effect of over 60% in size
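Cytotoxicity via CellTiter-Glo luminescence after 72 h compound exposure at 37 degrees C. Cells: drug-selected KB-V1 line, DMEM phenol-red free plus 10% FBS. Compounds tested at multiple concentrations; normalized data fitted to concentration-effect curves.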
D3 ag = D3 dopamine receptor (human) agonism; P35462; D3R DiscoveRx beta-arrestin cells, luminescence, 90 min; max activation, %; actives 0.58% (n = 410,000); AID 652048; in the data active means max activation above about 30%; further: 0% is about no effect; mostly tested at two doses, the higher about 12 µM
Target sequence (P35462 whole entry, looked up): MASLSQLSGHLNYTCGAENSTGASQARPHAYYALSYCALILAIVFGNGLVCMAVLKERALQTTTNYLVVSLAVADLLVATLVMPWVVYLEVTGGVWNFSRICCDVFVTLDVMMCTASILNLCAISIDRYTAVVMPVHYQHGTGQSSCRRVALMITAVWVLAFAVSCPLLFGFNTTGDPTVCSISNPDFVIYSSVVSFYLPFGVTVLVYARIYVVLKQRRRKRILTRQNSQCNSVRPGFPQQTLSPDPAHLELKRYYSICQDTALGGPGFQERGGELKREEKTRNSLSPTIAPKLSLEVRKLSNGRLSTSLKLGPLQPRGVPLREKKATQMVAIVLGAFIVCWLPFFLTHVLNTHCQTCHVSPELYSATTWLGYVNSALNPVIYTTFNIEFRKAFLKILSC
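Cells at 1500/well, incubated overnight, then treated with pinned compounds (dopamine as control) for 90 min at 37 degrees C. DiscoveRx reagent added for 30 - 60 minutes at room temperature; luminescence read.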
GLP-1R agonist = agonists of human GLP-1 receptor; actives 0.007% (n = 380,000); HEK293 GLP-1R CRE-luciferase, luminescence, 4-6 h; cells express a hypersensitive GLP-1R form; P43220; Potency, µM (series often up to 45.6 µM), without a hit: at the highest dose activation, hits mostly activators; further: potency means the concentration at half of the fitted maximal effect; % of control where 0% means no effect
TDP-43 yeast inh = inhibitors of TDP-43 toxicity in yeast; TDP-43 expressing yeast growth rescue, BacTiter-Glo, 24 h; Potency, µM (doses to about 46.1 µM), without a hit: at the top dose growth rescue (activation), usual class: activators; actives 1.8% (n = 410,000); further: potency means the concentration at half of the fitted maximal effect; % of control where 0% means no effect; nearly all actives have a fitted effect of over 50% in size
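Growth rescue of TDP-43-toxic yeast measured as ATP luminescence (BacTiter-Glo). Cells grown to mid-log in raffinose, induced in galactose at OD600=0.02, exposed to compound 24 hr at 30 deg C.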
DRD3 antagonist = D3 dopamine receptor (human) antagonism; P35462; D3R cells, DiscoveRx beta-arrestin luminescence, antagonist mode; stronger effect = lower value; max response, negative = inhibition, %; actives 2.5% (n = 360,000); AID 652054; in the data active means max response below about -50%; inconclusive means no clear call, values can overlap the other calls; further: on the % scale 0 is the no-effect control and ±100 the full control effect; mostly tested at two doses, the higher about 12 µM
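Cells expressing the human receptor were seeded at 1500 cells/well, incubated overnight at 37 degrees C in 5% CO2, then exposed to library compounds with dopamine controls for 90 minutes at 37 degrees C before luminescent detection.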
Starred values were filed as active, the others as inactive; i = inactive; u = inconclusive; x = not tested or not shown; & = joins results of further samples; [ ] = remark or other dose. Unless noted, the call rests on the fitted dose curve; in most records, active means well fitted curve in the direction sought with a large enough effect; inconclusive means small, poorly fitted or top-dose-only effect, or another doubt; inactive means no such curve, though single readings can be large; an effect the other way counts as inactive or inconclusive. An excerpt (hit frequency here may not be typical).

SMILES	PTHR1 agonist	aSyn rescue	GLP1R cytotox	GLP-1R inv ag	KB-V1 cytotox	D3 ag	GLP-1R agonist	TDP-43 yeast inh	DRD3 antagonist
O=C(NCc1ccc2c(c1)OCO2)C12CN(Cc3ccccc3)CC1C(c1cccc([N+](=O)[O-])c1)=NO2 (stereo not drawn)	4%	-4%	5%	-5%	-10%	3	0%	-13%	-1
COC(=O)[C@H](Cc1ccc(O)cc1)NC(=O)Cn1cnc(C(=O)Nc2ccc(C)c(C)c2)n1	-21%	-6%	-4%	6%	16%	5	8%	5%	22
COc1cccc(C(C)(O)c2nc(-c3cccc(NC(C)=O)c3)cs2)c1 (stereo not drawn)	-6%	-2%	3%	-5%	-2%	3	-8%	16%	6
Cc1ccc(CNS(=O)(=O)c2c(C)[nH]c(C)c2C(=O)N2CCCCC2)cc1	i	2%	4%	-24%	-18%	5	7%	1%	10
Cn1c(=O)c2c(nc3n2CC(O)CN3c2ccccc2)n(C)c1=O (stereo not drawn)	i	3%	-2%	0%	0%	-2	5%	-1%	11
NC(=O)c1c(N)[nH]c(C(=O)c2ccccc2)c1-c1ccncc1	14%	-3%	-12%	12%	-12%	-16	-1%	-6%	u
Cc1ccc(S(=O)(=O)N2CCCCC2)cc1C(=O)NCCN1CCOCC1	-12%	-1%	-28%	-6%	7%	5	3%	16%	10
CCc1nc2n[nH]c(N)c2c2c1CCCC2	i	1%	18%	101%[activator]	0%	7	12%	3%	12
Cc1ccc(-c2nsc3c(N4CCC(C(N)=O)CC4)ncnc23)cc1	-12%	-1%	4%	8%	-10%	-6	1%	-14%	0
Cc1cc2oc(C(=O)Nc3ccc(S(=O)(=O)N(C)Cc4ccccc4)cc3)cc(=O)c2cc1C	-6%	x	9%	-5%	u	4	x	u	x
O=C(O)CC(C(=O)O)N1C(=O)/C(=C/c2ccc(-c3nc4ccccc4s3)o2)SC1=S (stereo not drawn)	u	3%	-12%	0%	-13%	-5	-16%	-23%	u
COc1ccc(CC(=O)N2CCC3(CC2)NCCc2[nH]cnc23)cc1	i	0%	3%	14%	11%	1	2%	-19%	12
CCCn1c2ccccc2c2cnn(CC(=O)N(C)c3ccc(F)cc3)c(=O)c21	-15%	x	-2%	9%	-34%	-7	x	-13%	x
O=C(COC(=O)/C=C/c1cccc(Cl)c1)Nc1c(F)cccc1F	-25%	-17%	6%	7%	5%	-1	0%	-18%	3
COc1ccc(Cl)cc1NC(=O)CSc1nnc(CN2CCOCC2)n1-c1ccc(Cl)cc1	-2%[57.5 µM]	0%	-27%	0%	0%	-50	5%	-18%	u
CCOc1ccc(CCNC(=O)c2[nH]c(C)c(C(C)=O)c2C)cc1OCC	-9%	-1%	2%	18%	18µM*	17	10%	-13%	1
O=C(COC(=O)/C=C/c1ccc(F)cc1)NCc1cccs1	-30%	-11%	17%	-5%	16%	-2	-2%	u	-9
Cn1nc(C(=O)OCC(=O)Nc2ccccc2OC(F)F)c2ccccc2c1=O	i	0%	-8%	-18%	-6%	4	-4%	9%	7
C/C=C/C=C/C(=O)O	i	11%	-1%	-1%	12%	17&-6	2%&9%	0%	5
O=C(COC(=O)c1cnccn1)c1ccc([N+](=O)[O-])cc1	-2%	0%	-5%	-4%	14%	-3	1%	8%	-6
COc1cccc(/C=N/n2c(CO)nc3ccccc32)c1OC	-14%[57.5 µM]	-18%	-4%	0%	u	28	21%	24%	22
Nc1ncnc2c1ncn2[C@@H]1O[C@H](COS(=O)(=O)O)[C@@H](O)[C@H]1O	i	0%	-16%	14%	u	-11	-3%	22%	1
COc1ccc(CNC(=O)c2cc(-c3cc(C)ccc3O)n[nH]2)cc1	i	2%	-10%	-17%	-28%	11	15%	1%	7
COC(=O)CSc1nn(-c2ccc(F)cc2)c(=S)s1	-43%[inhibitor]	-15%	7%	-11%	0%	1	2%	u	-1
Cc1cccc(CSc2nnc3c(n2)[nH]c2ccccc23)c1	i	-8%	-10%	6%	0%	3	-3%	17%	27
Additional compounds.
SMILES	PTHR1 agonist	aSyn rescue	GLP1R cytotox	GLP-1R inv ag	KB-V1 cytotox	D3 ag	GLP-1R agonist	TDP-43 yeast inh	DRD3 antagonist
Cc1ccc(S(=O)(=O)NCCC(=O)Nc2cccc(S(=O)(=O)N3CCCC3)c2)cc1C	-14%	1%	-8%	-21%	x	3	-2%	14%	-6
Cc1cccc(N(CC(=O)NC(C)c2ccccc2)S(=O)(=O)c2ccccc2)c1C (stereo not drawn)	16%	x	1%	u	u	-6	-11%	15%	x
Cc1nc(NC2CCCC2)sc1C(=O)N(C)C	-18%	1%	-7%	27%	u	-15	4%	-24%	-2
Cn1c(=O)c(C#N)c(-c2ccccc2)n2cnnc12	i	3%	2%	12%	8%	12	10%	-20%	-18
Cc1nc2ccccc2c2oc(C(=O)NCCCN3CCCC(C)C3)cc12 (stereo not drawn)	u	0%	u	u	-11%	-17	-2%	2%	-77*
O=C(CSc1ccccc1)NNC(=O)c1ccncc1	-15%	0%	1%	9%	u	2	3%	-13%	0
COc1ccc(/C(C)=N/NC(=O)CNC(=O)c2ccco2)c(OC)c1	i	0%	-7%	10%	0%	5	4%	3%	3
C[C@@H]1CN([C@H](C)CO)C(=O)CCCn2nncc2CO[C@H]1CN(C)S(=O)(=O)c1cn(C)cn1	-16%	0%	-9%	14%	-6%	0	-6%	20%	12
CCCN(CCC)CCNC(=S)Nc1ccc2nc3n(c(=O)c2c1)CCCCC3	-18%	5%	-1%	u	u	-4	6%	0%	10
Cc1ccc2[nH]c(CNC(=O)c3ccccc3F)cc2c1	i	14%	-1%	u	0%	-1	5%	u	u
CC(=O)N1CCCc2cc(S(=O)(=O)N3CCN(c4ccccn4)CC3)ccc21	i	0%	-19%	42%[activator]	0%	0	-1%	-14%	-26
NC(=O)C1(C(N)=O)OC1c1ccc(Cl)c(Cl)c1 (stereo not drawn)	i	-19%	-22%	-1%	10%	0	0%	8%	0
CC(C)NC(=O)NC(=O)COC(=O)c1c2c(nc3ccccc13)CCC2	-43%[inhibitor]	2%	u	10µM*	21µM*	36*	6%	24%	83
CCOC(=O)C1Nc2ccc(C(=O)O)cc2C2C=CCC12 (stereo not drawn)	-13%	0%	-12%	-27%	0%	-6	4%	-8%	5
COc1ccccc1NC(=O)NS(=O)(=O)c1ccc(C)cc1	i	-2%	-20%	3%	4%	13	-2%	5%	-11
CN(C)CCCN(CCCNC(=O)/C=N/O)Cc1ccccc1	i	1%	-26%	1%	18%	0	-1%	0%	-16
Cc1cccc(-[n+]2c(C)cc(C)c3c(=O)[nH]c(=O)[nH]c32)c1	-7%	-1%	-3%	6%	-1%	-16	13%	-2%	0
Cc1ccc(-c2nc(Nc3ccc(N4CCOCC4)cc3)c3ccccc3n2)cc1	-14%	-8%	0%	u	-22%	14	14%	18%	24
O=C(CSCc1cnn(-c2ccccc2)c1-n1cccc1)NCc1ccccc1Br	-22%	x	14%	u	x	2	x	u	x
CCO[C@@H]1OC(C(=O)N2CCN(Cc3ccc4c(c3)OCO4)CC2)=C[C@H](c2csc3ccccc23)[C@H]1CCCO	-32%[inhibitor]	2%	-3%	u	2%	-18	2%	21%	-24
COc1ccc(CNC(=O)CCNS(=O)(=O)c2ccc(Br)s2)cc1	i	2%	-2%	5%	4%	-8	8%	4%	-7
CCOC(=O)[C@@H]1[C@H]2COc3cc(OC)ccc3[C@@H]2N2C(=O)N(c3cccc(Cl)c3)C(=O)[C@@]12C	-32%[inhibitor]	17%	3%	0%	-6%	2	-2%	12%	-7
CCOC(=O)[C@]12CCCC=C1N(Cc1ccc(Cl)cc1Cl)C(=O)[C@H](CC(=O)NCCCCc1ccccc1)C2	i	3%	-4%	u	u	4	-3%	15%	18
CCOc1ccc(-n2c(-c3ccco3)n[nH]c2=S)cc1	i	0%	-21%	3%	0%	-9	2%	-2%	14
Cc1ccc(N(CC(=O)Nc2cccc(N(C)S(C)(=O)=O)c2)S(C)(=O)=O)cc1	-10%[57.5 µM]	6%	1%	-2%	15%	-32	-1%	-6%	-14
CCCC(C1=C(O)CC(C)(C)CC1=O)C1C(=O)CC(C)(C)CC1=O (stereo not drawn)	-9%[57.5 µM]	-4%	-10%	9%	-9%	-1	-1%	-1%	103
COc1cc(/C=C/c2ccc3cccc(O)c3n2)ccc1O	-36%[inhibitor]	6%	43%[activator]	u	0%	-12	-8%	u	-52*
CC1CCN(S(=O)(=O)c2ccc(NC(=O)CN3C(=O)NC(C)(c4ccccc4)C3=O)cc2)CC1 (stereo not drawn)	-10%	1%	-7%	u	u	6	9%	-24%	-12
CCOc1nc(C)ccc1-c1noc(-c2ccccc2OC)n1	-25%	-7%	-9%	4%	-20%	-2	17%	11%	8
CCC(=O)Oc1ccc(C2Nc3ccccc3-c3nnc(SC)nc3O2)cc1 (stereo not drawn)	-23%	x	-4%	5%	29%	-20	x	-8%	x

Random excerpt: 5 compounds from above.
SMILES	PTHR1 agonist	aSyn rescue	GLP1R cytotox	GLP-1R inv ag	KB-V1 cytotox	D3 ag	GLP-1R agonist	TDP-43 yeast inh	DRD3 antagonist
Cc1nc2ccccc2c2oc(C(=O)NCCCN3CCCC(C)C3)cc12 (stereo not drawn)	u	0%	u	u	-11%	-17	-2%	2%	-77*
CC(C)NC(=O)NC(=O)COC(=O)c1c2c(nc3ccccc13)CCC2	-43%[inhibitor]	2%	u	10µM*	21µM*	36*	6%	24%	83
CC(=O)N1CCCc2cc(S(=O)(=O)N3CCN(c4ccccn4)CC3)ccc21	i	0%	-19%	42%[activator]	0%	0	-1%	-14%	-26
Cc1cccc(N(CC(=O)NC(C)c2ccccc2)S(=O)(=O)c2ccccc2)c1C (stereo not drawn)	16%	x	1%	u	u	-6	-11%	15%	x
O=C(CSCc1cnn(-c2ccccc2)c1-n1cccc1)NCc1ccccc1Br	-22%	x	14%	u	x	2	x	u	x
